NPYLR7 agonist: activates Aedes aegypti NPYLR7 receptor | activation, % at 10 µM | 270,000 tested, 0.15% active | AID 1259423 | HEK293T NPYLR7/Galpha15, GCaMP6s calcium fluorescence; in the data active = activation above about 40%;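 note: 0% = vehicle and 100% = reference agonist at the receptor; some compounds past the cut are filed as inactive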
mcGAS inh: inhibitors of mouse cGAS. Q8C6L5. recombinant cGAS, Kinase-Glo ATP depletion luminescence. inhibition, % at 12.5 µM. 160,000 tested, 0.15% active. AID 1259399;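 note: 0% = negative control wells and 100% = reference inhibitor with no enzyme activity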
hcGAS inh: blocks human cGAS activity; Q8N884; recombinant h-cGAS, ATP depletion, Kinase-Glo luminescence; inhibition, % at 12.5 µM; 290,000 tested, 0.081% active; AID 1259398;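 note: 0% = vehicle reaction and 100% = reaction without DNA for no activity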
Target sequence (Q8N884 whole entry, looked up): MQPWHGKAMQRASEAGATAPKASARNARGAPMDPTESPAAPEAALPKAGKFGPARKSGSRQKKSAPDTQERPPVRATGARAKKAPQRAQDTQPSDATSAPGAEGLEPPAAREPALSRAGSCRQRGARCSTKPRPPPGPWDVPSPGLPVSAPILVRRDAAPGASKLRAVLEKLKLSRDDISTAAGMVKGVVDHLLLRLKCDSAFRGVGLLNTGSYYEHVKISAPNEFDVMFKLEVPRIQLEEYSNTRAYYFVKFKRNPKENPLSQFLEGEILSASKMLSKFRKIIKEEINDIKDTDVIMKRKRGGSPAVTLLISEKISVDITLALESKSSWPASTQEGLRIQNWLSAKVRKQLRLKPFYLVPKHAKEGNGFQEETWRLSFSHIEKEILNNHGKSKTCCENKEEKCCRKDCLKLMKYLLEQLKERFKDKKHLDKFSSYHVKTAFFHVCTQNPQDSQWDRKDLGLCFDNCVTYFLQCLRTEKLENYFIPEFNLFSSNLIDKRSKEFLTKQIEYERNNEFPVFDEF
An asterisk follows results filed as active; . = no result given. Cut-off read from the data, not from the text of the source, unless noted: active = inhibition above about 40%; inactive = the rest.

SMILES	NPYLR7 agonist	mcGAS inh	hcGAS inh
C=CCn1c(SCC(=O)NCC2CCCO2)nc2sc3c(c2c1=O)CCCC3 (stereo unspecified)	-1	.	-6
CCC1NCCc2sccc21 (stereo unspecified)	1	.	-4
COc1ccc(F)c(F)c1CN1CCC2(CCNCC2)C1	10	.	-4
CCNC(=O)NCCc1ccccc1Br	5	.	-6
CCCCCCCCCCCCCC(=O)N1CCc2nc(Cc3ccccc3OC)nc(N3CCOCC3)c2C1	32	-5	-2
CC(C(=O)Nc1ccc(Cl)cc1F)N1CCc2sccc2C1 (stereo unspecified)	14	-8	-4
CCOC(=O)Cn1c(=NC(=O)c2ccc3ncsc3c2)sc2cc(S(N)(=O)=O)ccc21	3	.	-9
O=C(c1cccc([N+](=O)[O-])c1)N1CCN(C(C(=O)N2CCc3ccccc3C2)C2CCCC2)CC1 (stereo unspecified)	-5	.	2
O=C(NCCn1cccc1)c1ccc(Cl)cn1	-1	.	-8
COc1ccc(C(=O)Nc2c(C)nc3cc(C)ccn3c2=O)cc1OC	2	.	-13
CC(C)Cn1c(N2CCN(Cc3ccc(F)cc3)CC2)nc2c1c(=O)[nH]c(=O)n2C	3	.	-9
Cc1ccccc1C(NC1CCN(c2ccc(NC(=O)c3cnccn3)cc2)CC1)c1ccncc1 (stereo unspecified)	1	-9	-6
COC(=O)N(C)[C@@H]1[C@@H](O)C[C@@H]2C[C@H](c3ccccn3)OC[C@@]21O	0	-8	-5
CCCCC(=O)Nc1nnc(CC(C)C)s1	8	-6	-5
Cc1nn(CC(=O)NC2CCCCC2)c(C)c1S(=O)(=O)NC(C)(C)C	3	.	-4
Cc1noc2nc(C3CC3)cc(C(=O)N3CCC4(CCCO4)CC3)c12	10	-14	-7
N#Cc1ccc(NC(=O)C(=O)NCc2ccccc2CO)cc1	-1	.	-5
COc1ccc(OC)c(CNC(=O)CCC2(Cc3ccc(OC)c4ccccc34)CCC(=O)N2)c1 (stereo unspecified)	17	-14	-8
Cc1sc2ncn(C(C)C(=O)OCc3ccccc3)c(=O)c2c1C (stereo unspecified)	-6	.	-2
Cn1c(=O)c2c(nc(NCCN3CCOCC3)n2C)n(C)c1=O	0	.	-4
COC(=O)c1cc(NC(=O)CN2CC3(CCCC3)c3cc4c(cc3C2C)OCCO4)cn1C (stereo unspecified)	12	-6	-5
Cn1cnnc1CCNC(=O)CSCc1ccccc1Cl	-4	.	-1
O=C(Nc1ccccc1)Nc1cccc(-c2ccc(N3CCCC3)nn2)c1	1	-10	-5
COc1ccc(N2CCCn3c2nc2c3c(=O)n(C)c(=O)n2C)c(OC)c1	18	.	-5
Cc1ccc(C(=O)NC2CCN(C(=O)Cc3cccs3)CC2)s1	-18	.	1
Cn1nnc2c(N3CCC(O)CC3)ncnc21	15	.	-13
NS(=O)(=O)c1ccc(CCNC(=O)c2ccc3nc(-c4ccccc4)c(-c4ccccc4)nc3c2)cc1	12	-4	-6
O=C(CS(=O)Cc1ccc(F)cc1Cl)NCc1ccco1 (stereo unspecified)	-3	-9	-4
C=Cc1ccc(CN2C(=O)C(C)Oc3ccc(F)cc32)cc1 (stereo unspecified)	5	.	5
CN(C)[C@@H]1C[C@@H](C(=O)O)N(C/C=C/c2ccccc2)C1	-6	.	3

Random excerpt: 4 compounds from above
SMILES	NPYLR7 agonist	mcGAS inh	hcGAS inh
C=Cc1ccc(CN2C(=O)C(C)Oc3ccc(F)cc32)cc1 (stereo unspecified)	5	.	5
Cc1ccc(C(=O)NC2CCN(C(=O)Cc3cccs3)CC2)s1	-18	.	1
CN(C)[C@@H]1C[C@@H](C(=O)O)N(C/C=C/c2ccccc2)C1	-6	.	3
COc1ccc(N2CCCn3c2nc2c3c(=O)n(C)c(=O)n2C)c(OC)c1	18	.	-5

Next results:
SMILES	NPYLR7 agonist	mcGAS inh	hcGAS inh
COc1cccc(Cn2c(C(=O)N3CCN(C(=O)C4CCCC4)C(C)C3)cc3ccoc32)c1 (stereo unspecified)	.	-9	-11
O=C(NC1CC1)c1ccc(-c2cc(-c3ccc(Cl)cc3)[nH]n2)cc1	0	-9	-9
COC(=O)CCCC[C@H]1SC[C@H]2NC(=O)N[C@H]21	-3	0	6
CCCCN(CCC(=O)NCc1cccc(C(F)(F)F)c1)c1nc(Cc2ccc(C)cc2)ns1	-2	-7	-10
COC(=O)c1cc(CN2CCN(Cc3ncccc3C)CC2)cs1	5	-10	-4
COc1cc(C(=O)N2CCN(C(=O)c3ccco3)CC2)cc(OC)c1OC	0	1	0
CC1CCCN(C(=O)COC(=O)C2=COCCO2)C1 (stereo unspecified)	5	.	5
COc1ccccc1CCNC(=O)c1ccccc1N1CCC(NC(=O)Nc2ccc(C)cc2)CC1	2	-3	-3
CC(C(=O)Nc1nccs1)N(C)Cc1cn[nH]c1-c1ccc(F)cc1 (stereo unspecified)	2	.	-5
CCn1cnnc1CNC(=O)N(C)C(C)c1ccccc1F (stereo unspecified)	2	-6	-7
O=S(=O)(c1cccc2cccnc12)N(CCO)CCO	5	.	-8
COc1cccc(-c2nc3ccc(C)cn3c2NC(C)(C)CC(C)(C)C)c1	6	-7	3
NC(=O)Nc1ccc(CC(=O)OCCn2c(=O)oc3ccccc32)cc1	11	.	-8
COc1ccc(CCNC(=O)c2ccc(Cl)cc2NS(=O)(=O)c2ccc(OC)cc2)cc1	-1	2	4
Fc1ccc(Oc2ncnc3sc4c(c23)CCCC4)cc1	-2	.	-5
Cc1cccc(CC(C)NC(=O)CCc2nnc(-c3ccccc3)o2)n1 (stereo unspecified)	6	0	4
CCc1nnc(CN2CCCC(C3(C)NC(=O)N(C(C)C)C3=O)C2)o1 (stereo unspecified)	-7	.	-2
COCCCNC(=O)c1nn(-c2ccc(F)cc2)c2ncccc12	.	2	-1
OCc1ccnc(-c2ccc(Cl)c(Cl)c2)c1	5	-14	-4
Cc1cccc2[nH]c(COCC(=O)N3CCN4CCN(C)CC4C3)nc12 (stereo unspecified)	11	.	-8

One compound at a time, from the list above. Order of screens: NPYLR7 agonist | mcGAS inh | hcGAS inh
`CCc1nnc(CN2CCCC(C3(C)NC(=O)N(C(C)C)C3=O)C2)o1` (stereo unspecified) in the list: -7 | . | -2
`Fc1ccc(Oc2ncnc3sc4c(c23)CCCC4)cc1` in the list: -2 | . | -5

Next records:
SMILES	NPYLR7 agonist	mcGAS inh	hcGAS inh
OCC12CC3CC(CC(Br)(C3)C1)C2	.	-4	-6
CC(C)C(=O)N(Cc1c(-c2ccccc2)noc1N1CCCCC1)C1CC1	1	-4	-4
CCCCc1ccc(NC(=O)c2cc(N)c3c(c2N)C(=O)c2ccccc2C3=O)cc1	6	-12	-7
C=C(C)Cn1c(SCC(=O)NC2CCCC2)nc2sc3c(c2c1=O)CCCC3	7	-7	-7
CCCCc1n[nH]c2c1/C(=N/OCC)CC(C)(C)C2	-1	-7	-5
CC#CCN1C(=O)C(CCC(=O)N2CCCC2c2ccc3c(c2)OCCO3)NC(=O)c2ccccc21 (stereo unspecified)	-1	.	-5
COc1ccc(C2NCCc3c2[nH]c2ccccc32)cc1COc1ccccc1F (stereo unspecified)	7	-4	-4
CC(C)(C)NCC(O)COc1cccc2[nH]c(=O)[nH]c12 (stereo unspecified)	-2	-3	-1
CC1CCCN(S(=O)(=O)c2ccc3c(c2)nc(SCC(=O)C(C)(C)C)n3CC2CCCO2)C1 (stereo unspecified)	4	-5	-7
Cc1ccccc1C1(CC(=O)N2CCN(Cc3ccccc3)CC2)CC(=O)N(Cc2ccncc2)C1=O (stereo unspecified)	21	-8	-4

Continued, overlapping the part above by four compounds.
SMILES	NPYLR7 agonist	mcGAS inh	hcGAS inh
COc1ccc(C2NCCc3c2[nH]c2ccccc32)cc1COc1ccccc1F (stereo unspecified)	7	-4	-4
CC(C)(C)NCC(O)COc1cccc2[nH]c(=O)[nH]c12 (stereo unspecified)	-2	-3	-1
CC1CCCN(S(=O)(=O)c2ccc3c(c2)nc(SCC(=O)C(C)(C)C)n3CC2CCCO2)C1 (stereo unspecified)	4	-5	-7
Cc1ccccc1C1(CC(=O)N2CCN(Cc3ccccc3)CC2)CC(=O)N(Cc2ccncc2)C1=O (stereo unspecified)	21	-8	-4
O=C1CCc2c(OCc3ncc(-c4cccc(Cl)c4)o3)cccc21	3	.	3
Cc1cc(C)c(C(=O)N2CCCC(Nc3ccc(C)c(C)c3)C2)o1 (stereo unspecified)	12	.	-1
CCOc1ccccc1CN1CCN(Cc2cnn(C)c2)CC1CCO (stereo unspecified)	20	.	-9
CCCCN1N=C(C)Cn2c1nc1c2c(=O)n(CCC)c(=O)n1C	7	-9	-4
CC(C)c1nc(CNC(=O)Cc2csc(-c3ccccc3)n2)no1	21	-13	-1
O=c1[nH]nc(N2CCOCC2)c(=O)[nH]1	16	.	-4
O=C1O[C@@H]2CN(c3ncnc4nc[nH]c34)C[C@@H]2N1CCCN1CCOCC1	29	-12	-8
Cc1nnc(-c2cccc(NC(=O)C3CCN(C(=O)C4=CCCC4)CC3)c2)s1	-2	.	-9
Cn1ncc2c(NCc3n[nH]c4c3CCC4)nc(C3CCCC3)nc21	2	-7	-2
O=C(c1cccs1)N1CCCC(OCc2ccc(C(F)(F)F)cc2)C1 (stereo unspecified)	-7	-5	-4
O=C(CC1CCS(=O)(=O)C1)NC1CCCCC1 (stereo unspecified)	0	.	-7
COc1cccc(Cc2nsc(N(CC(=O)N3CCN(c4cccc(Cl)c4)CC3)Cc3ccccc3)n2)c1	.	-6	-4
Cc1ccc(-n2c(SCc3ccc(Cl)cc3Cl)nnc2-c2ccccc2Cl)cc1	.	-10	-6
CC1CN(C(=O)CSc2nc(-c3ccccc3)cc(=O)[nH]2)CC(C)O1 (stereo unspecified)	-1	-9	-5
Cc1ccc(C)c(S(=O)(=O)N2CCCC2CNC(=O)c2c(F)cccc2F)c1 (stereo unspecified)	14	.	0
O=S1(=O)CCC(N2CCN(Cc3cc(Cl)cc(C4CCCCC4)c3O)CC2)C1 (stereo unspecified)	0	.	-9
Cc1c(C(=O)NCc2ccc3c(c2)OCCO3)sc(=O)n1Cc1ccccc1F	3	.	-7
COc1ccc(-n2ncc3c2CC(C)(C)CC3NC(=O)CCN2CCCC2=O)cc1 (stereo unspecified)	0	.	-9
O=C(CSCc1ccc(Cl)s1)Nc1ccc(Cl)cn1	1	.	-18
Cc1cc(C)cc(NC(=O)c2c(N)n(/N=C\c3cccnc3)c3nc4ccccc4nc23)c1	-9	-1	0
CCCSc1ncccc1C(=O)Nc1cccc(Oc2ccccc2)c1	-5	-3	-7
CC(=O)N1CCC(Oc2ccc(Cl)cc2C(=O)NCCc2cnccn2)CC1	3	.	-7
Cc1ccc(C(c2ccccc2)N2CCN(C(=O)c3cccc(F)c3)CC2)cc1 (stereo unspecified)	16	-7	-8
COc1cccc(CNC(=O)c2ccc(Nc3cccc(C(F)(F)F)c3)nc2)c1	5	-5	-5
O=C(c1ccc[nH]c1=O)N1CCc2[nH]nc(C(c3ccccc3)c3ccccc3)c2C1	3	.	-8
Cc1oc(-c2ccc(C(F)(F)F)cc2)nc1CN(C)Cc1nc2ccccc2s1	8	-10	0
Cn1nnnc1SCc1ccc(Cl)cc1	-1	-3	-2
CCCC12CN(C(=O)CCCCC3CCSS3)CC1C(=O)NC(=O)N2 (stereo unspecified)	-8	-2	-3
Cc1sc2c(=O)n(C3CCCCC3)cnc2c1C(=O)N1CCN(C2CCCCC2)CC1	.	-7	-15
CNC(=O)CN1CCN(C(=O)c2cn(C(C)C)cc3c(=O)n(-c4ccccc4)nc2-3)CC1	-6	-8	-8

In a second layout: four of the compounds above
Each structure is followed by: NPYLR7 agonist | mcGAS inh | hcGAS inh
- CNC(=O)CN1CCN(C(=O)c2cn(C(C)C)cc3c(=O)n(-c4ccccc4)nc2-3)CC1
  -6 | -8 | -8
- COc1cccc(CNC(=O)c2ccc(Nc3cccc(C(F)(F)F)c3)nc2)c1
  5 | -5 | -5
- CC(=O)N1CCC(Oc2ccc(Cl)cc2C(=O)NCCc2cnccn2)CC1
  3 | . | -7
- Cn1nnnc1SCc1ccc(Cl)cc1
  -1 | -3 | -2

(more compounds)
SMILES	NPYLR7 agonist	mcGAS inh	hcGAS inh
Fc1ccccc1Nc1nc(-c2ccco2)nc2ccccc12	27	-5	-6
OC(CN(CCN1CCOCC1)Cc1ccc(F)cc1)c1ccccc1 (stereo unspecified)	-4	-6	-6
CC(C)c1nccc(CN2CCCC3(CC2)CN(C)C(=O)O3)n1 (stereo unspecified)	2	-11	-7
O=C(c1ccc(CSc2nc(Cl)cc(N3CCC4(CC3)OCCO4)n2)cc1)N1CCc2ccccc2C1	-13	0	1
CCn1c(C2CCN(c3cc(N4CCOCC4)ncn3)CC2)nn(C)c1=O	5	-19	-3
Fc1ccc(Nc2nc(N3CCOCC3)c3[nH]cnc3n2)cc1	2	.	-7
CCc1noc(C)c1C(=O)OC(C(=O)NC(N)=O)C(C)C (stereo unspecified)	4	-17	-7
COc1cccc(C(=O)NCCC(=O)Nc2cnc3n2CCCC3)c1	0	.	-7
COc1ccc(CCNC(=O)c2cc(=O)c(OCc3ccc(F)cc3)c[nH]2)cc1OC	1	.	-3
COC(=O)NC1CCN(c2ccccc2C(=O)NCc2cccc(C(F)(F)F)c2)CC1	-11	-6	-6
